Bioassay records from PubChem.
Tau fluor counter: counter-screen for tau fibril formation inhibitors; tau K18 P301L Alexa594 fluorescence, heparin fibrillization; Potency, µM (highest dose often 57.7 µM), without a hit: at the highest dose activity change, negative = decrease; actives 0.93% (n = 280,000); AID 1463; further: on the % scale 0 is the no-effect control and ±100 the full control effect; nearly all actives have a fitted effect of over 55% in size
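Human K18 P301L tau (15 uM unlabeled plus 0.24 uM Alexa 594-labeled, final) in 100 mM sodium acetate pH 7 was mixed with compound and 20 uM heparin and incubated 6 hr at 37 C.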
Tau fibril FP: inhibitors of human tau fibril formation; P10636; K18 P301L tau heparin fibrillization, Alexa594 FP, 6 h; Potency, µM (titrated, usually from 57.7 µM), inactives show at the top dose activity, negative = inhibition, actives largely listed as inhibitors; actives 0.39% (n = 280,000); AID 1468; further: on the % scale 0 is the no-effect control and ±100 the full control effect; nearly all actives have a fitted effect of over 55% in size
Target sequence (P10636 561-689 P618L limits assumed): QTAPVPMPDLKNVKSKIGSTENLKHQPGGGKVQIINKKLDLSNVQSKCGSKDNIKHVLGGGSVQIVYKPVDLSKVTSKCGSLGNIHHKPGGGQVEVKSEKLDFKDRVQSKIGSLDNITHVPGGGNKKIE
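Read-out: fluorescence polarization of Alexa 594-labeled tau (0.24 uM), 555 nm excitation, 632 nm emission. Mixtures held 15 uM unlabeled K18 P301L, compound and 20 uM heparin, pH 7 acetate buffer, incubated 6 hr at 37 C.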
TRb SRC2 PPI: disrupts binding of human TR beta to SRC2; Potency, µM (top dose mostly 106 µM), for the others: at the highest dose activity change, negative = inhibition, actives largely listed as inhibitors; actives 0.065% (n = 280,000); TRbeta-SRC2 peptide binding, fluorescence polarization; receptor liganded with 1 µM T3; P10828;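 further: plate controls were bound peptide for no effect and peptide without receptor for full effect; nearly all actives have a fitted effect of over 50% in size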
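Fluorescence polarization of 20 nM Texas Red SRC2 peptide (20-aa NR interaction domain) bound to 0.6 uM human TRb ligand-binding domain, with 1 uM T3, after 5 hr at ambient temperature; inhibition seen as decreased polarization.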
L3MBTL1 block: blocks human L3MBTL1 | Potency, µM (titrated, usually from 57.1 µM), inactives show at the highest dose activity, negative = inhibition, most hits filed as inhibitors | actives 0.66% (n = 230,000) | AlphaScreen L3MBTL1–H3K9me1 peptide binding | AID 485360 | Q9Y468; further: on the % scale 0 is the no-effect control and ±100 the full control effect; nearly all actives have a fitted effect of over 60% in size
Target sequence (Q9Y468 whole entry, looked up): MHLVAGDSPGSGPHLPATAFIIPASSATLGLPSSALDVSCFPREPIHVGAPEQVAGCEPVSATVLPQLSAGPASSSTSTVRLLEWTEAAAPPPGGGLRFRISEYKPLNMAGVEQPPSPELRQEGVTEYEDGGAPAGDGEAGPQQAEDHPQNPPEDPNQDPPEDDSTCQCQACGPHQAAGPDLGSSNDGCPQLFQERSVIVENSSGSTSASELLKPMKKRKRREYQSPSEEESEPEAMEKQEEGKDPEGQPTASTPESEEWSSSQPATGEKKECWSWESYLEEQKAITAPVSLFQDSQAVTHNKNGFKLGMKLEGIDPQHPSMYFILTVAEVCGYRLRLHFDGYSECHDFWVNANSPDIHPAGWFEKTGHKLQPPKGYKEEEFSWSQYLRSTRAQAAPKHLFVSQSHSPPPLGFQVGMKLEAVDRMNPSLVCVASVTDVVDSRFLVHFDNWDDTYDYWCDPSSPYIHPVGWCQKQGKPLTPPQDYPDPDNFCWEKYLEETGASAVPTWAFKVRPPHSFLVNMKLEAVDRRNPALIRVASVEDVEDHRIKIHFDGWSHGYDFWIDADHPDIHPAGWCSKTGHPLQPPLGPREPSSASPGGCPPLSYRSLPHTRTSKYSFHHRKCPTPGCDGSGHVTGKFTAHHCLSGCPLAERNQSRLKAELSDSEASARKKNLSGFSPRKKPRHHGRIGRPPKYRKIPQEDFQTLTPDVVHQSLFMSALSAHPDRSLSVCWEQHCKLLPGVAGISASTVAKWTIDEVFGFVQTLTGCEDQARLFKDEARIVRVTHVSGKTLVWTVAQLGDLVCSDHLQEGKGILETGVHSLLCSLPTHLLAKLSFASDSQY
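Displacement of a biotinylated histone H3(1-15) peptide monomethylated at Lys9 (75 nM) from L3MBTL1 (50 nM) was measured by AlphaScreen after a 30 min room-temperature compound incubation; cefsulodin titration served as intraplate control.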
HTT ATP protect: Huntington cell model cytoprotection by ATP luminescence | actives 0.14% (n = 230,000) | AID 1471 | Potency, µM (doses to about 56.4 µM), inactives show cytoprotection (ATP increase), usual class: activators | PC12 HTT-Q103 induced, cytoprotection, ATP luminescence, 40 h;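 further: % of control where 0% means no effect; nearly all actives have a fitted effect of over 45% in size; toxic huntingtin expression switched on by the ecdysone agonist tebufenozide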
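Quantitative HTS on tebufenozide-induced (100 nM) PC12 cells expressing HTTQ103 exon 1–GFP; compounds tested as a concentration series; survival measured via cellular ATP.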
RECQ1 inh: RECQ1 (human) helicase inhibition; actives 0.54% (n = 240,000); RECQ1 DNA unwinding, red fluorescence kinetic read; AID 2549; Potency, µM (top dose mostly 57.3 µM), without a hit: top-dose activity, negative = inhibition, actives largely listed as inhibitors; P46063;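 further: plate controls were vehicle for no effect and no enzyme for full effect; nearly all actives have a fitted effect of over 30% in size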
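50 nM RECQ1T1 preincubated 15 min with compound in Tris pH 8.0 buffer with MgCl2, DTT, Tween-20 and 2.5 ug/ml poly(dI-dC); started with 200 nM TAMRA/BHQ-2 forked duplex and 2 mM ATP. Unwinding read as fluorescence (525/598 nm), two reads 2 h apart.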
TexasRed fluor: alters Texas Red total fluorescence, flagging assay interference. Potency, µM (doses to about 106 µM), for inactives: at the highest dose fluorescence change, negative = quenching. AID 1479. actives 0.29% (n = 280,000). TRb/SRC2 Texas Red total fluorescence interference; active means well fitted curve in either direction with a large enough effect; inconclusive means small, poorly fitted or top-dose-only effect; further: on the % scale 0 is the no-effect control and ±100 the full control effect
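Flags fluorescent or light-absorbing compounds by total fluorescence, S + 2P, at 555 nm excitation and 632 nm emission. Mixture: 20 nM Texas Red SRC2 peptide, 0.6 uM human TRb LBD, 1 uM T3, 5% DMSO; compound exposure 5 h at ambient temperature.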
Tau fibril ThT: tau fibrillization inhibition (ThT binding). recombinant tau K18 P301L (four-repeat tau fragment), heparin-induced fibrillization, ThT fluorescence. Potency, µM (highest dose often 57.4 µM), without a hit: at the highest dose activity, negative = inhibition, usual class: inhibitors. actives 2.1% (n = 270,000). AID 1460; further: on the % scale 0 is the no-effect control and ±100 the full control effect; nearly all actives have a fitted effect of over 55% in size
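Heparin-induced fibrillization of the P301L-mutant K18 repeat-domain fragment of human tau was followed by ThT binding in quantitative high-throughput format.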
Numbers without * were called inactive; i = inactive; ? = inconclusive; . = not tested or not shown; [ ] = dose if it differs, or a comment. Unless noted, the call rests on the fitted dose curve; in most records, active means well fitted curve in the direction sought with a large enough effect; inconclusive means small, poorly fitted or top-dose-only effect, or another doubt; inactive means no such curve, though single readings can be large; an effect the other way counts as inactive or inconclusive. Potency means the concentration at half of the fitted maximal effect. Not all compounds are listed (hit frequency here may not be typical).

1	CCC1CCCCN1C(=O)CSc1nc(-c2ccc(OC)cc2)cc(C(F)(F)F)n1 (configuration not stated)
2	Cc1cc(-c2n[nH]c(=S)n2-c2ccccc2)nn1C
3	COc1ccc(Cl)cc1C(=O)NCCS(=O)(=O)N1CCN(c2ccccc2OC)CC1
4	CCOC(=O)Cc1ccc(NC(=O)N2CCC(CN3CCC(C)CC3)CC2)cc1
5	Cc1cc(=O)[nH]c(N2CCOCC2)n1
6	CC1Cc2ccccc2N1C(=O)CSc1nnnn1-c1ccc2c(c1)OCCO2 (configuration not stated)
7	CCCc1cc(N2CCCC(C(=O)Nc3c(OC)cccc3OC)C2)n2ncnc2n1 (configuration not stated)
8	S=C1NCCOCCNC(=S)NCCOCCOCCN1
9	O=C(NCc1ccc(Cl)c(Cl)c1)c1ccco1
10	COC(=O)c1ccc(CSc2nccn2C)cc1
compound no.,1,2,3,4,5,6,7,8,9,10
Tau fluor counter,-14%,-5%,-10%,5%,9%,-23%,-7%,-2%,-8%,1%
Tau fibril FP,10%,0%,5%,4%,-3%,-13%,0%,-1%,7%,7%
TRb SRC2 PPI,-1%,1%,-2%,-3%,-1%,-6%,-21%,-3%,-2%,-15%
L3MBTL1 block,.,0%,.,.,1%,-1%,9%,1%,1%,0%
HTT ATP protect,.,4%[10 µM],.,.,.,-11%[10 µM],-8%[10 µM],.,-1%[10 µM],11%[10 µM]
RECQ1 inh,.,-12%,.,.,i,-14%,i,i,-9%,0%
TexasRed fluor,-3%,-52%,0%,-20%,0%,-3%,-1%,-4%,-2%,-3%
Tau fibril ThT,?,-5%,-3%,12%,1%,0%,-14%,-2%,-14%,-2%

As a working copy, part of the list above.
8	S=C1NCCOCCNC(=S)NCCOCCOCCN1
9	O=C(NCc1ccc(Cl)c(Cl)c1)c1ccco1
10	COC(=O)c1ccc(CSc2nccn2C)cc1
compound no.,8,9,10
Tau fluor counter,-2%,-8%,1%
Tau fibril FP,-1%,7%,7%
TRb SRC2 PPI,-3%,-2%,-15%
L3MBTL1 block,1%,1%,0%
HTT ATP protect,.,-1%[10 µM],11%[10 µM]
RECQ1 inh,i,-9%,0%
TexasRed fluor,-4%,-2%,-3%
Tau fibril ThT,-2%,-14%,-2%

Of the compounds above, two contain a Cl atom:
3	COc1ccc(Cl)cc1C(=O)NCCS(=O)(=O)N1CCN(c2ccccc2OC)CC1
9	O=C(NCc1ccc(Cl)c(Cl)c1)c1ccco1
compound no.,3,9
Tau fluor counter,-10%,-8%
Tau fibril FP,5%,7%
TRb SRC2 PPI,-2%,-2%
L3MBTL1 block,.,1%
HTT ATP protect,.,-1%[10 µM]
RECQ1 inh,.,-9%
TexasRed fluor,0%,-2%
Tau fibril ThT,-3%,-14%

New compounds follow:
11	NNC(=O)c1cc2cc3ccccc3nc2s1
12	CCOc1ccc(CNC(=O)Cn2ccc3cc(S(=O)(=O)N4CCCCCC4)ccc32)cc1
13	Cc1cc(NCCCn2ccnc2)n2ncc(-c3ccc(Cl)cc3)c2n1
14	O=C(c1ccc(C#Cc2ccccc2)o1)N1CCN(c2ccccn2)CC1
15	COc1ccc(NC(=S)N(CCCN2CCC(C)CC2)Cc2cccs2)cc1Cl
16	Cn1nc(C(=O)OCC(=O)NC2CCS(=O)(=O)C2)c2ccccc2c1=O (configuration not stated)
17	CCOC(=O)c1[nH]c(C)c(C(=O)NCCC2=CCCCC2)c1C
18	N#CC1=C(N)Oc2cc3ccccc3cc2C1c1cccnc1 (configuration not stated)
19	O=S(=O)(NCc1ccccc1)c1ccc(S(=O)(=O)N2CCCC2)cc1
20	COc1cc(/C=N/NC(N)=O)ccc1OC(=O)c1ccco1
compound no.,11,12,13,14,15,16,17,18,19,20
Tau fluor counter,-10%,?,?,-24%,-3%,1%,0%,-5%,-12%,-7%
Tau fibril FP,5%,-1%,?,?,7%,7%,-6%,-5%,-9%,1%
TRb SRC2 PPI,-1%,-2%,2%,0%,0%,-14%,2%,-7%,1%,-2%
L3MBTL1 block,-2%,.,-2%,-22%,.,42%[activator],-3%,-6%,2%,3%
HTT ATP protect,-60%,.,-103%[inhibitor],-19%,-14%,-25%,-17%,-11%,-16%[10 µM],-38%[inhibitor]
RECQ1 inh,1%,.,-9%,-7%,i,-4%,-6%,5%,-9%,-11%
TexasRed fluor,-4%,-1%,-2%,0%,-1%,1%,-3%,0%,-5%,1%
Tau fibril ThT,?,0%,?,?,1%,-2%,4%,-6%,-15%,-15%

21	O=C(COC(=O)c1oc2ccccc2c1COc1ccccc1)NCCN1C(=O)CSC1=O
22	CC(=O)N1CCc2cc(Br)cc(S(=O)(=O)NCc3ccccn3)c21
23	COCCNC(=S)Nc1ccccc1Cc1ccccc1
24	O=C(Cn1ncn2cccc2c1=O)N1CCCCC1
25	Cc1nn2c(N)c(C#N)cnc2c1-c1ccc(Cl)cc1
26	CCc1nnc(SCc2nc(-c3cccc(C)c3)oc2C)c2cc3sc(C)cc3n12
27	Cc1ccc(Cl)cc1NC(=O)c1ccccn1
28	CCC(=O)NC(c1cccs1)c1ccc2cccnc2c1O (configuration not stated)
29	CCn1nc(C)c(NC(=O)c2cc(Br)ccc2Cl)c1C
30	O=C(c1ccc(NS(=O)(=O)c2cccs2)cc1)N1CCCCC1
compound no.,21,22,23,24,25,26,27,28,29,30
Tau fluor counter,-19%,-5%,0%,-11%,-7%,-8%,-9%,-10%,10%,-7%
Tau fibril FP,-3%,3%,2%,-15%,-6%,-7%,-6%,-5%,5%,-7%
TRb SRC2 PPI,-1%,4%,-10%,-20%,3%,-1%,-5%,5%,2%,1%
L3MBTL1 block,-5%,1%,-6%,4%,.,.,28%,18µM*,11%,-4%
HTT ATP protect,14%[10 µM],-4%,.,2%,8%,.,-21%,-45%[inhibitor][10 µM],-21%,-16%[10 µM]
RECQ1 inh,-4%,15%,i,-3%,8%,.,-1%,i,i,3%
TexasRed fluor,4%,1%,0%,-2%,-7%,-2%,-4%,-3%,0%,-4%
Tau fibril ThT,-3%,-11%,0%,-8%,-10%,?,-6%,-9%,5%,-3%

31	O=C(CN1CCN(c2ccccc2)CC1)Nc1ccc(OCc2ccccc2)cc1
32	Cc1ccc(C(=O)NCC2CCCO2)o1 (configuration not stated)
33	COc1cc(NC(=O)c2cc(S(=O)(=O)N3CCc4ccccc43)cn2C)cc(OC)c1OC
34	CC(C)(C)C(=O)CSc1ncnc2sc3c(c12)CCC3
35	Cc1nn(CC2CC2)c(=O)n1-c1ccc(Cl)cc1
36	CC1=C(C(=O)Nc2ccccn2)C(c2ccccc2Cl)NC(=S)N1 (configuration not stated)
37	O=C(CSc1nc(O)cc(=O)[nH]1)N1CCCc2ccccc21
38	O=C(Nc1nc(-c2ccc(Br)cc2)cs1)c1cccnc1
39	O=C1N(CN2C(=O)C3(OCCO3)c3ccccc32)c2ccccc2C12OCCO2
40	CN(C)S(=O)(=O)N(CC(=O)NCc1ccccc1)c1ccccc1
compound no.,31,32,33,34,35,36,37,38,39,40
Tau fluor counter,?,9%,?,-10%,-2%,-10%,-13%,6%,-16%,-1%
Tau fibril FP,?,2%,14%,-5%,1%,-14%,-9%,-12%,-9%,1%
TRb SRC2 PPI,-6%,0%,-7%,-5%,0%,-8%,-2%,14%,-12%,4%
L3MBTL1 block,-13%,49%[activator][11.4 µM],.,.,-7%[11.4 µM],32%[activator],.,-9%,.,-3%
HTT ATP protect,-10%,-8%,.,-51%[inhibitor],-39%[inhibitor],.,0%,-33%[inhibitor],-37%,-3%
RECQ1 inh,-5%,0%,.,-3%,i,i,-7%,i,4%,-8%
TexasRed fluor,0%,-1%,0%,1%,-4%,-7%,-1%,-1%,0%,-3%
Tau fibril ThT,?,9%,-4%,-16%,1%,-8%,?,-2%,-8%,-8%

41	CC(=O)c1cccc(-n2c(=O)c3c4c(sc3n(CC(=O)c3ccc(Cl)cc3)c2=O)CN(C(C)=O)CC4)c1
42	CC(C)OP(=O)(OC(C)C)C(Nc1ccccc1)c1cccc([N+](=O)[O-])c1 (configuration not stated)
43	O=S(=O)(c1ccccc1)N1CCC(N2CCCCCC2)CC1
44	COC(=O)CCCC(=O)N1CCOCCN(C(=O)CCCC(=O)OC)CCOCC1
45	CCCCNC(=S)N1CCN(C)CC1
46	COCCn1c(N)c(C(=O)NCc2cccs2)c2nc3ccccc3nc21
47	COc1ccc(NC(=O)c2cn(-c3ccccc3)nc2-c2ccncc2)cc1
compound no.,41,42,43,44,45,46,47
Tau fluor counter,-13%,-12%,1%,1%,6%,?,-21%
Tau fibril FP,1%,-1%,-4%,2%,14%,-13%,-7%
TRb SRC2 PPI,-4%,-2%,-10%,-9%,9%,?,2%
L3MBTL1 block,.,1%,6%,12%,2%,61%[activator],0%[11.4 µM]
HTT ATP protect,.,1%[10 µM],38%[10 µM],-30%,-14%,-33%,-55%[inhibitor]
RECQ1 inh,.,-2%,-8%,i,0%,?,0%
TexasRed fluor,-4%,0%,0%,1%,-1%,-5%,0%
Tau fibril ThT,0%,-5%,-3%,-5%,0%,?,11%
